Screens as filed in PubChem BioAssay.
MLL CXXC-DNA inh: qHTS Fluorescence Polarization Assay for Inhibitors of MLL CXXC domain - DNA interaction | 290,000 compounds, 0.037% hits | Potency, µM (series often up to 115 µM), inactives show at the highest dose activity change, negative = inhibition, most hits filed as inhibitors | MLL-CXXC / FITC-HOXA9 DNA fluorescence polarization; active = well fitted inhibition curve with a large enough effect in the polarisation, with a control signal flat, not every such curve was filed as active; inconclusive = small, poorly fitted or top-dose-only effect, or effect the other way, or a change in a side signal; inactive = no such curve, though single readings can be large or run the other way; the % refers to the polarisation
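Purified MLL-CXXC (added from a 7 uM solution) was preincubated 5 min at ambient with pinned compounds in 50 mM Tris-HCl pH 7.5, 50 mM NaCl, 1 mM DTT, 0.05% BSA. Fluorescein-labeled HOX-A9 DNA (50 nM solution) followed, 30 min, then polarization read.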
BRCA1 expr up: qHTS Assay to Identify Small Molecule Activators of BRCA1 Expression | MCF7-BRCA1-FFLuc reporter, luminescence, 48 h; response scale: scaled: vehicle 0%, 10 µM genistein 100% | 380,000 compounds, 1.1% hits | Potency, µM (highest dose often 46.1 µM), without a hit: at the highest dose activation, actives largely listed as activators; note: nearly all actives have a fitted effect of over 80% in size; some results filed as inactive show a strong effect at the top dose
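MCF7-BRCA1-FFLuc cells, 2000/well in phenol-red-free MEM, attached 2 h then treated 48 h at 37 C. Luciferase luminescence read 15 min after reagent; normalized to genistein maximum activation (10microM) and DMSO, concentration-response fitted.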
ELG1 genotoxic: qHTS screen for small molecules that induce genotoxicity in human embryonic kidney (HEK293T) cells expressing luciferase-tagged ELG1; HEK293T ELG1-luciferase reporter, luminescence, 16 h; Potency, µM (series often up to 46 µM), for the others: at the highest dose activity change, positive = activation, usual class: activators; 330,000 compounds, 1.3% hits; AID 504466, 2011; note: % of control where 0% means no effect; nearly all actives have a fitted effect of over 60% in size
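Cells (2,000/well) expressing the ELG1-luciferase fusion are dosed by pin tool and kept 16 hr at 37 °C, 5% CO2. Signal comes from ONE-Glo luciferase reagent after 30 min at room temperature.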
FLuc modulator: qHTS profiling assay for firefly luciferase inhibitor/activator using purifed enzyme and Km concentrations of substrates (counterscreen for miR-21 project). Luciferin 4-monooxygenase (Photinus pyralis), P08659. 360,000 compounds, 6.9% hits. Potency, µM (series often up to 57.5 µM), inactives show at the highest dose activity change, negative = inhibition, usual class: inhibitors. purified FLuc, Km substrates, luminescence inhibition;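 note: plate controls were vehicle for no effect and reference inhibitor for full effect; nearly all actives have a fitted effect of over 55% in size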
Target sequence (P08659 whole entry, looked up): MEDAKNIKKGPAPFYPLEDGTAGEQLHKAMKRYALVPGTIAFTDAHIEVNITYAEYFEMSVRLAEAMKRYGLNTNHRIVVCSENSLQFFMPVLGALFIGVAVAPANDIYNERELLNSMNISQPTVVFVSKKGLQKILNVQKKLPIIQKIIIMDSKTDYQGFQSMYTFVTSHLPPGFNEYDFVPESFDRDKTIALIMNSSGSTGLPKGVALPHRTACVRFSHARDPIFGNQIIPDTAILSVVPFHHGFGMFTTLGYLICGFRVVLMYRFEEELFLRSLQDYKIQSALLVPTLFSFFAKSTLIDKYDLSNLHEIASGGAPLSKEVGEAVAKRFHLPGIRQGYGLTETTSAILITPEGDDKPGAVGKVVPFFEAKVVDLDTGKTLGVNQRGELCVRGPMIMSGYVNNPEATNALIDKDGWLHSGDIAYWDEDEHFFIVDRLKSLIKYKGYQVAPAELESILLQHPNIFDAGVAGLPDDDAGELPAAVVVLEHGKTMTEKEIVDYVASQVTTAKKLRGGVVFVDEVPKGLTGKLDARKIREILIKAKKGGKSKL
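Purified P. pyralis luciferase, 10 nM final, with Km-level 10 uM D-luciferin and 10 uM ATP in 50 mM Tris acetate pH 7.5, 10 mM Mg acetate, 0.01% Tween-20, 0.05% BSA; 6-point qHTS titration about 60 µM downward; luminescence read.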
p53 reactivator: qHTS assay for re-activators of p53 using a Luc reporter; 320,000 compounds, 0.063% hits; AID 504706, 2011; Potency, µM (top dose mostly 92.2 µM), without a hit: at the top dose activity change, positive = activation, actives largely listed as activators; H1299 p53-A138V BP100-luciferase reporter, luminescence, 24 h; note: % of control where 0% means no effect; nearly all actives have a fitted effect of over 45% in size
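H1299 (p53-null), stable ts p53-A138V + BP100-Luc; 1000 cells/well, Opti-MEM/10% FBS; cpd 4 pt, 1:5; 24 h, 37 deg C, 5% CO2; detection reagent 10 min RT; luminescence.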
NPC1 promoter act: qHTS Assay for NPC1 Promoter Activators | Huh7 NPC1 promoter luciferase reporter, 24 h | Potency, µM (top dose mostly 9.22 µM), inactives show at the top dose activation, usual class: activators | AID 485313, 2010 | 320,000 compounds, 2.4% hits;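 note: % of control where 0% means no effect; nearly all actives have a fitted effect of over 60% in size; reporter is driven by a mutant NPC1 promoter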
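Huh7 reporter cells (NPC1 promoter driving luciferase) are dosed with compound for 24 h at 37 °C, 5% CO2; luciferase detection reagent is then added and luminescence measured after 10 min at ambient temperature.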
MBNL1 CUG block: qHTS Assay for Inhibitors of MBNL1-poly(CUG) RNA binding; TR-FRET MBNL1-His/biotin-(CUG)12 binding, 665/545 ratio; AID 2675, 2010; Muscleblind-like protein 1 (Homo sapiens), Q9NR56; 280,000 compounds, 0.036% hits; Potency, µM (titrated, usually from 57.5 µM), without a hit: top-dose activity change, negative = inhibition, hits mostly inhibitors; active = well fitted inhibition curve with a large enough effect in the signal ratio, with a control signal flat, not every such curve was filed as active; inconclusive = small, poorly fitted or top-dose-only effect, or effect the other way, or a change in a side signal; inactive = no such curve, though single readings can be large or run the other way; the % refers to the signal ratio; note: % is set by controls: 0 for no effect and ±100 for the full control effect
Target sequence (Q9NR56 whole entry, looked up): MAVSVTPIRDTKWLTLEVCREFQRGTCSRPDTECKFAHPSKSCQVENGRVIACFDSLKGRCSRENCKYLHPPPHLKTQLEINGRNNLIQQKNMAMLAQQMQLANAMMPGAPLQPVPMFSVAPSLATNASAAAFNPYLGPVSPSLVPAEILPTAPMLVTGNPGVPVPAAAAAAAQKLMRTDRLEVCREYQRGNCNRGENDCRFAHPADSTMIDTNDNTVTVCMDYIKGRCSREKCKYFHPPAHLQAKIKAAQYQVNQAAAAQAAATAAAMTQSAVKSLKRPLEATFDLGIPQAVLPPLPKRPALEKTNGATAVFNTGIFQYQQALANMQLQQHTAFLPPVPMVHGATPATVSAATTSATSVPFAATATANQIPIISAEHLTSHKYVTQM
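Inhibition of protein-RNA binding appears as loss of TR-FRET between terbium anti-His antibody on MBNL1-His and streptavidin-XL665 on biotin-(CUG)12. Activity is normalized to buffer-only and uninhibited-complex controls.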
uPA surface inh: qHTS for Inhibitors of Cell Surface uPA Generation. cell surface uPA generation assay, qHTS. Potency, µM (doses to about 38.3 µM), for the others: at the highest dose activity change, negative = inhibition, hits mostly inhibitors. 330,000 compounds, 0.31% hits. AID 540303, 2011; active = well fitted inhibition curve with a large enough effect; inconclusive = small, poorly fitted or top-dose-only effect; inactive = no such curve, though single readings can be large or run the other way; tested in mouse RAW 264.7 cells; note: % is set by controls: 0 for no effect and ±100 for the full control effect; nearly all actives have a fitted effect of over 55% in size
RORg inh: qHTS for inhibitors of ROR gamma transcriptional activity; Nuclear receptor ROR-gamma (Mus musculus), P51450; Drosophila S2 Gal4-RORgamma UAS-luciferase reporter, 20 h; Potency, µM (top dose mostly 53.6 µM), for the others: at the top dose activity change, negative = inhibition, hits mostly inhibitors; 310,000 compounds, 5.4% hits; AID 2551, 2010; note: % is set by controls: 0 for no effect and ±100 for the full control effect; nearly all actives have a fitted effect of over 60% in size
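Luciferase reporter read in Schneider cells carrying Gal4-RORγ (mouse) and UAS-Photinus luciferase; cells given compound 1 h before 700 uM copper sulfate induction, then incubated 20 h at ambient temperature.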
VP16 counter: VP16 counterscreen qHTS for inhibitors of ROR gamma transcriptional activity; Drosophila S2 Gal4-VP16 UAS-luciferase, luminescence, 20 h; Potency, µM (doses to about 53.6 µM), for inactives: at the highest dose activity, negative = inhibition, usual class: inhibitors; 310,000 compounds, 3.5% hits; AID 2546, 2010;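 note: Gal4-VP16 expression switched on by copper sulfate through the metallothionein promoter; % is set by controls: 0 for no effect and ±100 for the full control effect; nearly all actives have a fitted effect of over 50% in size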
Rab9 promoter act: qHTS Assay for Rab9 Promoter Activators; Huh7 Rab9 promoter-luciferase reporter, luminescence, 24 h; Potency, µM (titrated, usually from 9.22 µM), without a hit: top-dose activation, negative = inhibition, usual class: activators; 320,000 compounds, 2.8% hits; AID 485297, 2010; note: % of control where 0% means no effect; nearly all actives have a fitted effect of over 60% in size
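Promoter activation is measured as luciferase luminescence in Huh7 cells stably transfected with a Rab9 promoter–luciferase construct, following 24 h compound exposure at 37 °C and 10 min reagent incubation at ambient temperature.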
The depositor's hits bear a star; ? = inconclusive; . = not tested or not shown; & = joins results of further samples; [ ] = dose if it differs, or a comment. Unless noted, calls come from the whole dose curve; as a rule, active = well fitted curve in the direction sought with a large enough effect; inconclusive = small, poorly fitted or top-dose-only effect, or another doubt; inactive = no such curve, though single readings can be large; an effect the other way counts as inactive or inconclusive. Potency is the fitted concentration of half-maximal effect. This is a subset, so the mix of outcomes need not match the whole.

SMILES | MLL CXXC-DNA inh | BRCA1 expr up | ELG1 genotoxic | FLuc modulator | p53 reactivator | NPC1 promoter act | MBNL1 CUG block | uPA surface inh | RORg inh | VP16 counter | Rab9 promoter act
COc1cc2c(C)nc3c(cnn3-c3ccccc3)c2cc1OC | 0% | ? | 30% | ? | 18% | ? | -9% | 7% | -10% | 4% | ?
CCOC(=O)c1cc(-c2ccccc2)sc1NC(=O)CN1C(=O)NC(CC)(c2ccccc2)C1=O (configuration not stated) | 25% | -1%[1.84 µM] | -1% | -2% | 5% | -5% | 47%[activator] | 2% | 24% | -10% | 0%
O=C(O)c1ccc2c(c1)C(=O)N(c1ncccn1)C2=O | 0% | -25% | 1% | -2% | 0% | 3% | -9% | 10% | 2% | -2% | -1%
O=C(CN(c1ccccc1F)S(=O)(=O)c1ccccc1)Nc1ccc2c(c1)OCCO2 | 8% | 21% | -1% | ? | -21% | 17% | -5% | 32%[activator] | 10% | 23% | 6%
O=C(Nc1ccc2c(c1)OCCO2)Nc1ccc2c(c1)OCO2 | 11% | 1% | ? | 0.95µM* | -8% | 0.4µM* | -5% | -12% | ? | ? | 0.1µM*
Cc1ccc2nc(NCc3ccccc3)c(C=O)c(=O)n2c1 | 3% | 41% | 15% | -5% | 15% | 9% | -6% | 4% | 3% | -5% | 28%
Cc1ccccc1-c1cc2c(nn1)-c1ccccc1C2=O | -6% | -27% | ? | 1.3µM* | 29% | 3.2µM* | ? | -11% | 10µM* | 8.9µM* | 4µM*
CCOC(=O)N1CCN(c2nc(-c3cccs3)cc(C(F)(F)F)n2)CC1 | 1% | -59% | -3% | 3% | 6% | 0% | -1% | 5% | ? | -14% | -8%
CC(C)NC(=O)Cn1cnc2c1c(=O)n(C)c(=O)n2C | 22% | -3% | -4% | 0% | -6% | -1% | -7% | 6% | 14% | 1% | 1%
CCOC(=O)C(C(=O)N(C)Cc1ccccc1)C1CCCCC1 (configuration not stated) | -21% | -3% | -3% | -3% | -45%[inhibitor] | 3% | 0% | -51% | -43% | 0% | 1%
CCn1c2ccccc2c2cc(/C(C)=N/O)ccc21 | 4% | -9% | 1% | -21% | 26% | -4% | -3% | 5% | 8% | -1% | -4%
COc1ccc(C2CC(=O)CC(=O)C2n2cncn2)cc1 (configuration not stated) | 5% | 4% | 0% | 3% | -9% | -2% | 2% | 4% | -7% | -13% | 1%
COc1ccc(-c2nc3c(n2O)CCc2c-3no[n+]2[O-])cc1 | -5% | 3% | 9% | -14% | 9% | -3% | ? | -5% | -14% | 5% | 2%
CC(C)S(=O)(=O)c1ccc(C(=O)Nc2ccc(F)cc2F)cn1 | 2% | 14% | 0% | 2% | 7% | 0% | -3% | -3% | 14% | 5% | 1%
COc1ccc(N2C(=O)C(Cl)=C(NCc3ccccc3)C2=O)cc1 | 11% | -8% | 12% | 21µM* | 6% | -1% | ? | 3% | 14% | 16% | 6%
O=C(c1ccc(Cl)cc1)N1CCOc2ccccc21 | -7% | 6% | 3% | -1% | ? | 1% | -6% | -11% | 13% | ? | 4%
O=c1c2ccccc2nc2c3ccccc3ncn12 | -4% | 19% | ? | ? | 2% | -2% | 1% | 8% | ? | 0% | 6%
CC(C)[C@H]1C(=O)Nc2ccccc2N1C(=O)N[C@@H](Cc1ccccc1)C(=O)N[C@H](Cc1ccccc1)C(=O)O | 0% | -7% | 0% | 3% | 10% | -4% | 3% | -4% | 10% | -8% | -3%
O=C(CCN1C(=O)S/C(=C/c2ccc(Cl)cc2)C1=O)N1CCOCC1 | -5% | 0% | 1% | -13% | 5% | 3% | -5% | 1% | 17% | ? | -2%
O=C(CSc1ccc2ccccc2c1)NC1CCCc2ccccc21 (configuration not stated) | -1% | -13% | 0% | 7% | -22% | -4% | ? | 1% | 10% | -6% | -4%
CC(=O)N1N=C(c2cccc(NS(C)(=O)=O)c2)CC1c1cccs1 (configuration not stated) | 6% | -7% | 1% | -1% | -1% | -5% | -1% | 5% | 0% | 0% | -1%
COc1ccc(-n2nc(C(=O)NCC(=O)N3CCCC3)c3ccccc3c2=O)c(OC)c1 | 3% | 59% | 10% | 13µM* | 9% | -2% | 0% | . | -17% | -16% | 8%
COc1ccc(CNC(=O)COC(=O)c2c(-c3c(F)cccc3Cl)noc2C)cc1OC | -2% | -3% | -5% | 1% | -11% | 0% | 10% | . | 14% | 0% | -2%
Cc1ccc2[nH]c3c(N4CCN(Cc5ccccc5)CC4)ncnc3c2c1 | ? | -78% | -23% | -22% | -11% | 0% | 3% | -14% | ? | 3.5µM* | -9%
Cc1c(C)c2ccc(OCC(=O)N3CCC(C(=O)O)CC3)cc2oc1=O | 11% | 4% | -1% | 19µM* | 11% | -1% | 14% | -20% | -35% | -24% | -1%
CCOC(=O)c1c(-c2ccc(C)o2)csc1NC(=S)NC(=O)N(C)C | -4% | -29% | -9% | -18% | -4% | -8% | 12% | . | 0.79µM* | 2.2µM* | -3%
CC(=O)Nc1ccc(NC(=O)C(C)Sc2nnc(C3CC3)n2-c2ccccc2)cc1 (configuration not stated) | . | 17% | 0% | 3% | 15% | -2% | . | 4% | . | . | 0%
CCCCN(Cc1ccccc1)c1ncnc2nc[nH]c12 | 5% | 13µM* | 12% | ? | ? | ? | -2% | 3% | ? | -21% | ?
CC(C)(C)C(=O)c1cnc(Nc2ccccc2Cl)s1 | -6% | ? | . | 2.4µM* | . | . | 43%[activator] | -5% | -25% | 20% | .
O=C(Nc1cccc(Oc2c(F)c(F)c(F)c(F)c2F)c1)N1C[C@@H]2C[C@@H](C1)c1cccc(=O)n1C2 | -2%&-4% | -1% | 10% | 2%&1% | 0% | -3%&-1% | -11%&2% | 1% | 12%&22% | 2%&-4% | -1%&-1%
Cc1cc(NC2CCCCC2)n2c(n1)nc1ccccc12 | 13% | -22% | -2% | -1% | -2% | -2% | 8% | 8% | -32% | 18% | -6%
COc1ccsc1C(=O)N1CCN(Cc2ccc3c(c2)OCO3)CC1 | -3% | 0% | 1% | 0% | 7% | 1% | 0% | 0% | -35% | 2% | -5%
CCCN(Cc1cc2cccc(C)c2[nH]c1=O)S(C)(=O)=O | ? | 6% | 0% | 3% | -2% | -3% | 0% | 5% | 2% | 0% | 2%
